Assay outcomes (PubChem)
M. tuberculosis HTS: M. tuberculosis growth inhibition, HTS (AID 449762); M. tuberculosis H37Rv growth inhibition, 7H9 media; higher % means a stronger effect; one-dose inhibition, % at 25 µM; IC50 in µM for titrated hits; hit rate 0.59% among 330,000; in the data active means a potency from the dose series; inconclusive means inhibition above about 70% without an active follow-up result;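 further: bacterial growth assessed after seven days of incubation; strong numbers were not always called active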
H1N1 NS1A inhibition: H1N1 influenza NS1A inhibitors, functional cell based assay (AID 504329); inhibition, % at 12.5 µM, or IC50 in µM where a hit was titrated; NS1A functional cell-based assay, percent inhibition; higher % means a stronger effect; hit rate 0.3% among 340,000; in the data active means a potency from the dose series; inconclusive means inhibition above about 27% without an active follow-up result; further: strong numbers were not always called active
Salmonella PhoP GFP: PhoP regulon inhibitors, Salmonella typhi PhoP promoter GFP reporter, confirmatory (AID 1850) | Salmonella Typhi PhoP-promoter GFP reporter, fluorescence, 4 h; higher % means a stronger effect | inhibition, % at 50 µM, or IC50 in µM where a hit was titrated | hit rate 0.33% among 310,000; in the data active means a potency from the dose series; inconclusive means inhibition mostly from about 25% at the one dose, without a potency; inactive means the rest, 99 in 100 with inhibition below about 19%;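 further: 0% = induced wells with vehicle and 100% = uninduced wells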
inhibitors of VEEV: inhibitors of VEEV TC-83 cytopathic effect, confirmation, Vero cells (AID 588727); hit rate 0.13% among 350,000; inhibition, % at 20 µM, or IC50 in µM where a hit was titrated; Vero cells, VEEV TC-83 cytopathic effect inhibition; higher % means a stronger effect; in the data active means a potency from the dose series; inconclusive means inhibition mostly from about 14% at the one dose, without a potency; inactive means the rest, 99 in 100 with inhibition below about 12%; further: strong numbers were not always called active
M. tuberculosis: growth inhibition of non-replicating M. tuberculosis (AID 488890). hit rate 0.39% among 320,000. Mycobacterium tuberculosis non-replicating, growth inhibition; higher % means a stronger effect. inhibition, % at 25 µM, or IC50 in µM where a hit was titrated; in the data active means a potency from the dose series; inconclusive means inhibition mostly from about 82% at the one dose, without a potency; inactive means the rest, 99 in 100 with inhibition below about 76%;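 further: plate controls were DMSO cells for no effect and high antibiotic wells for full effect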
inhibitors of VEEV 10K pilot screen: second read-out of inhibitors of VEEV, no call of its own (marks repeat the call); inhibition, %; measured here: 10K pilot screen inhibition
The depositor's hits bear a star; i = inactive; ? = inconclusive; . = no result given.

SMILES | M. tuberculosis HTS | H1N1 NS1A inhibition | Salmonella PhoP GFP | inhibitors of VEEV | M. tuberculosis | others
COC(=O)C1=C(c2ccc(F)cc2OCc2ccccc2)C[C@@H]2CC[C@H]1N2C(=O)NC1Cc2ccccc2C1 | 1.1% | 2.9% | . | 4.3% | 29.2%
O=C(c1n[nH]c2ccccc12)N1CCOCC1 | -1.4% | -14.8% | -6.6% | 4.6% | -8.4%
CCn1c(CC(=O)Nc2ccccc2)nnc1SCC(=O)NC1=NCCS1 | -1.0% | 4.8% | -7.0% | 0.7% | -9.7%
O=C(O)CSc1ccc2nnc(-c3cccnc3)n2n1 | -9.7% | -2.4% | 1.3% | 0.7% | -31.0%
C#CCNC(=O)C1=C[C@@H](c2ccc(C(F)(F)F)cc2)C[C@@H](OCCCCO)O1 | 7.8% | 3.6% | 5.8% | 0.1% | 14.8% | inhibitors of VEEV 10K pilot screen=0.9
CNC(=O)CN(CCc1ccccc1)S(=O)(=O)c1ccc(OC)cc1 | 15.8% | -2.8% | -3.8% | i | -4.6%
O=C1NC(=O)C(=Cc2ccc(N3CCOCC3)cc2)C(=O)N1 | -3.9% | -4.7% | 11.1% | 0.8% | -14.7%
C=CC[N+]1(C)CC[C@]23c4c5ccc(O)c4O[C@H]2C(=O)CC[C@@]3(O)[C@H]1C5 (stereo not given in full) | -2.4% | 1.7% | -9.4% | 1.3% | 4.6%
O=C(/C=C/CCc1ccc2c(c1)OCO2)N1CCCCC1 | 2.2% | -2.0% | . | 0.3% | 57.7%
O=C(NN=C1CCCC1)c1cc(-c2ccccc2)n[nH]1 | -6.7% | 7.5% | -5.2% | 2.4% | 10.9%
Oc1ccc(C2=CSC3=NCCN23)cc1O | -6.2% | -3.2% | 1.9% | 0.1% | -8.3%
Cc1ccc(S(=O)(=O)NNC(=O)c2sccc2-n2cccc2)cc1 | 18.0% | 15.7% | -4.6% | 1.1% | 6.9%
COc1ccc(C(c2nnnn2C2CCCCC2)N2CCN(c3ccc(OC)cc3)CC2)cc1 (stereo not given) | 4.4% | 6.8% | 8.7% | 3.1% | 35.4%
CCOc1ccc(N2C(=O)/C(=C\c3ccccc3OC)S(=O)(=O)C2c2cccc([N+](=O)[O-])c2)cc1 (stereo not given) | 47.7% | 7.1% | -5.9% | 2.0% | 3.4%
COc1cccc(C(=O)NNC(=O)c2cccc(F)c2)c1 | 6.7% | -6.5% | -4.1% | 0.8% | 13.8%
CCOC(=O)C1C(C(C)=O)=C(c2ccccc2)c2ccccc2N1S(=O)(=O)C(F)(F)F (stereo not given) | . | -0.2% | . | 0.1% | .
COc1ccc(OC)c(-c2cc(C(=O)NCCCn3ccnc3)no2)c1 | 22.7% | -2.4% | 4.6% | 7.1% | 33.4%
Cn1cnc([N+](=O)[O-])c1S(=O)(=O)Nc1ccccc1 | . | 68.5% | . | 4.4% | .
O=C(COc1ccc(Cl)cc1)NCc1nnc(SCC(=O)NCc2ccc3c(c2)OCO3)o1 | -4.5% | -3.1% | -9.4% | 0.4% | 22.3%
Cc1cccc2cc(CN(CCc3ccccc3)C(=O)N3CCOCC3)c3nnnn3c12 | -0.6% | 10.8% | 0.3% | 0.2% | -4.8%
CCOCCOC(=O)c1[nH]c2c(c1C)C(=O)CC(c1ccccc1)C2 (stereo not given) | 10.9% | -8.2% | -4.2% | 9.8% | 10.2%
Cc1cc(=O)[nH]c(SCC(=O)Nc2ccc3c(c2)OCCO3)n1 | -6.6% | -2.5% | -10.7% | i | -0.9%
CSCC(C)N1CCC(n2nccc2NC(=O)c2ccccc2C)CC1 (stereo not given) | -10.6% | -9.4% | -7.5% | 1.5% | -8.1%
O=C(Cc1ccc([N+](=O)[O-])cc1)N1CCN=C1SCc1ccccc1 | 3.4% | 6.2% | -6.5% | 1.4% | 11.1%
COc1ccc(OCC(=O)Nc2c3c(nn2-c2ccccc2)CS(=O)(=O)C3)cc1 | -13.9% | -5.3% | -4.1% | 0.9% | -12.3%

Compounds from the list above containing four or more nitrogen atoms, in the order listed:
SMILES | M. tuberculosis HTS | H1N1 NS1A inhibition | Salmonella PhoP GFP | inhibitors of VEEV | M. tuberculosis | others
CCn1c(CC(=O)Nc2ccccc2)nnc1SCC(=O)NC1=NCCS1 | -1.0% | 4.8% | -7.0% | 0.7% | -9.7%
O=C(O)CSc1ccc2nnc(-c3cccnc3)n2n1 | -9.7% | -2.4% | 1.3% | 0.7% | -31.0%
O=C(NN=C1CCCC1)c1cc(-c2ccccc2)n[nH]1 | -6.7% | 7.5% | -5.2% | 2.4% | 10.9%
COc1ccc(C(c2nnnn2C2CCCCC2)N2CCN(c3ccc(OC)cc3)CC2)cc1 (stereo not given) | 4.4% | 6.8% | 8.7% | 3.1% | 35.4%
COc1ccc(OC)c(-c2cc(C(=O)NCCCn3ccnc3)no2)c1 | 22.7% | -2.4% | 4.6% | 7.1% | 33.4%
Cn1cnc([N+](=O)[O-])c1S(=O)(=O)Nc1ccccc1 | . | 68.5% | . | 4.4% | .
O=C(COc1ccc(Cl)cc1)NCc1nnc(SCC(=O)NCc2ccc3c(c2)OCO3)o1 | -4.5% | -3.1% | -9.4% | 0.4% | 22.3%
Cc1cccc2cc(CN(CCc3ccccc3)C(=O)N3CCOCC3)c3nnnn3c12 | -0.6% | 10.8% | 0.3% | 0.2% | -4.8%
CSCC(C)N1CCC(n2nccc2NC(=O)c2ccccc2C)CC1 (stereo not given) | -10.6% | -9.4% | -7.5% | 1.5% | -8.1%

Next section:
SMILES | M. tuberculosis HTS | H1N1 NS1A inhibition | Salmonella PhoP GFP | inhibitors of VEEV | M. tuberculosis | others
COC(=O)c1ccc2c(=O)n(CCCCCC(=O)NCCNC(C)=O)c(=O)[nH]c2c1 | -9.9% | 1.9% | 2.6% | 1.7% | -2.3%
O=Cc1cn(CC(=O)Nc2ccc3c(c2)OCO3)c2ccccc12 | -1.6% | -4.5% | 0.6% | 1.1% | -5.4%
O=C1OCc2ccc(NC(=O)c3ccccc3C(=O)O)cc21 | -4.0% | 20.9% | -2.1% | 3.5% | -13.3%
CC(c1ccccc1)N1C(=O)NC(NC(=O)c2cccnc2)(C(F)(F)F)C1=O (stereo not given) | -8.2% | 11.5% | 6.5% | 1.2% | 1.4%
COc1cccc(C2CC(=O)Nc3c2c(=O)n(C)c(=O)n3C)c1OC (stereo not given) | -0.1% | 7.8% | -10.3% | 1.6% | .
CCn1nnnc1SCC(=O)Nc1nnc(C(C)C)s1 | -1.4% | 1.0% | 3.6% | 3.3% | -2.0%
O=C(O)c1ccc(OS(=O)(=O)c2ccc(Cl)s2)cc1 | . | -16.3% | . | 2.3% | .
Cc1ccccc1NC(=S)N(Cc1ccccc1)Cc1cccs1 | 9.0% | -3.3% | 4.3% | 0.9% | 12.5%
CCN(CC(=O)Nc1ccc(NC(C)=O)cc1)C(=O)/C=C/c1cn(-c2ccccc2)nc1-c1cccs1 | 3.0% | -5.5% | 10.3% | 5.2% | 34.8%
Cc1cccc(C)c1OCC(=O)NCC1CCCO1 (stereo not given) | 5.5% | -2.8% | 1.5% | 0.3% | 45.5%
COc1ccc(NCc2nc3ccccc3n2CCOc2ccccc2)cc1 | 44.8µM* | 4.6% | -2.9% | 0.6% | 40.0%
COc1cccc(OCC(=O)NNC(=O)c2cccs2)c1 | -7.7% | 5.7% | 4.8% | 1.1% | 88.2%
COc1cccc(-c2cc(-c3cccnc3)c(C#N)c(N)n2)c1 | 1.7% | -7.8% | 9.2% | 2.3% | -11.8%
CCOC(=O)CSc1nnc(CNC(=O)c2ccc(S(=O)(=O)N3CCCC3)cc2)n1C | -7.2% | -1.6% | -1.4% | 1.2% | 3.9%
CC(=O)c1ccc(S(=O)(=O)N2CCN(C(=O)CSc3ccc(F)cc3)CC2)cc1 | -4.0% | -0.4% | 6.3% | 0.2% | 22.9%
COc1cccc(NC(=O)CSc2nnc3c(n2)[nH]c2ccc(C)cc23)c1 | 2.7% | -4.9% | 11.6% | 1.6% | 2.8%
CCCCc1ccc(/C=C2\C(=O)c3ccccc3C(O)=C2C(=O)OCC)cc1 | -1.1% | . | 6.4% | . | 65.2%
Cc1cccc(NC(=O)CSc2nnc(NC(=O)CN3CCOCC3)s2)c1 | 4.9% | -17.6% | 9.2% | 6.9% | 2.4%
Cc1ccc(/C=C/C(=O)Nc2cccc(S(=O)(=O)N3CCOCC3)c2)o1 | 0.8% | -6.3% | -5.1% | 2.7% | 27.0%
C=CCOc1nc2c(c(=O)n(Cc3ccc(Cl)c(Cl)c3)c(=O)n2C)n1C | -3.0% | 3.7% | 4.2% | 4.4% | 2.6%
O=C(Nc1cccc(-c2nc3cccnc3s2)c1)c1ccco1 | ? | 1.7% | -4.0% | 9.7% | -7.8%
CCOC(=O)Cc1csc(NC(=O)CC(C)(C)CC(=O)O)n1 | -11.1% | 0.7% | -2.5% | 1.9% | 8.3%
CCOC(=O)[C@@H]1[C@H]2COc3cc(OC)ccc3[C@H]2N2C(=O)N(c3cccc(F)c3)C(=O)[C@@]12C | 6.2% | 6.3% | . | 1.2% | .
CCOc1ccc(NC(=O)COc2ccc(-n3cnnn3)cc2)cc1 | ? | -14.3% | . | 2.2% | -0.1%
O=C(Nc1ccc(Cl)cn1)C1CCCN(c2ncnc3c2nc2n3CCCCC2)C1 (stereo not given) | ? | 4.8% | -2.7% | 12.7% | 37.1%
(cont.)
SMILES | M. tuberculosis HTS | H1N1 NS1A inhibition | Salmonella PhoP GFP | inhibitors of VEEV | M. tuberculosis | others
CCOC(=O)[C@H]1[C@H]2COc3cc(OC)ccc3[C@@H]2N2C(=O)CN(Cc3ccc(Cl)cc3)C(=O)[C@@]12C | 12.4% | -6.5% | . | 6.7% | 65.2%
CCCNC(=O)c1n[nH]c(=O)c2ccccc12 | -4.7% | 0.9% | -5.0% | 10.4% | 7.0%
Cc1ccccc1-n1c(N)c(C(=O)Nc2ccc(F)cc2)sc1=S | 5.8% | -7.5% | 0.5% | 0.6% | 15.4%
COC(=O)c1[nH]c2ccc(Cl)cc2c1NC(=O)CN1CCc2cc(OC)c(OC)cc2C1 | ? | 8.0% | -9.9% | 6.1% | 70.7%
COc1ccccc1NS(=O)(=O)c1cccc(C(=O)N2CCCCCCC2)c1 | -17.7% | -18.9% | 3.9% | i | 6.4%
COc1ccccc1-c1noc(-c2ccccc2C(=O)Nc2cccnc2)n1 | 0.8% | 0.8% | -1.8% | 2.9% | 3.7% | inhibitors of VEEV 10K pilot screen=9.4
CSc1ccc(CN2CCC(CO)(CCOc3ccccc3)CC2)cc1 | -6.8% | 3.5% | 3.1% | i | 33.9%
COc1cccc(/C=C/C(=O)OCC(=O)Nc2ccccc2Sc2ccccc2)c1 | 38.3% | -0.9% | 0.4% | 0.6% | 51.7%
O=C(O)c1ccc(OCC(O)Cn2cnc3ccccc32)cc1 (stereo not given) | -1.5% | 0.9% | 1.2% | 1.3% | -4.7% | inhibitors of VEEV 10K pilot screen=0.3
CC(=O)Nc1c(-c2ccc(F)cc2)nc2ccccn12 | -2.7% | 2.6% | -5.3% | i | .
COc1cc(/C=C2\SC(=S)N(NC(=O)c3ccc(O)c(OC)c3)C2=O)ccc1O | 2.4% | 13.2% | 7.2% | 2.3% | 0.7%
COc1ccc(C(=O)Nc2ccncc2)c(OC)c1 | 0.2% | -6.3% | -11.3% | 0.8% | 30.0%
CC(C)OCCCNC(=O)C1CCN(S(=O)(=O)N2CCCC2)CC1 | 0.1% | -17.2% | -75.7% | i | -4.2%
CSc1nnc2c(n1)OC(c1ccsc1)N(C(C)=O)c1ccccc1-2 (stereo not given) | -6.7% | -1.6% | -1.0% | 2.2% | -1.9%
CC(=O)Nc1ccc(Nc2cc(N3CCOCC3)c3nonc3c2[N+](=O)[O-])cc1 | -1.7% | 0.7% | -8.3% | 3.4% | 1.2%
N#Cc1c(NC(=S)NC(=O)c2ccccc2)sc2c1CCCC2 | -0.7% | 3.8% | -8.1% | 3.7% | 20.4%
Cc1ccc(C(=O)NCC#N)cc1 | -2.9% | 3.0% | -9.4% | 0.1% | -3.8%
Cc1ccc(NS(=O)(=O)c2cc(C(=O)NCc3ccccn3)ccc2Cl)cc1C | -4.2% | -2.6% | 4.2% | 2.2% | 25.9%

Pulled by structure from the entries so far, two records:
SMILES | M. tuberculosis HTS | H1N1 NS1A inhibition | Salmonella PhoP GFP | inhibitors of VEEV | M. tuberculosis | others
CSc1ccc(CN2CCC(CO)(CCOc3ccccc3)CC2)cc1 | -6.8% | 3.5% | 3.1% | i | 33.9%
COc1ccccc1NS(=O)(=O)c1cccc(C(=O)N2CCCCCCC2)c1 | -17.7% | -18.9% | 3.9% | i | 6.4%
